ABHD4 inh: ABHD4 (mouse) inhibition, primary FP screen. Q8VD66. purified mABHD4, FP-Rh probe fluorescence polarization. inhibition, % at 8.92 µM. 370,000 compounds, 0.54% hits;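 active means inhibition exceeding the mean over every tested compound plus 3 SD, cut at about 30% in these data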;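 further: 0% = plate median of compound wells and 100% = S159A mutant with DMSO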
Target sequence (Q8VD66 whole entry, looked up): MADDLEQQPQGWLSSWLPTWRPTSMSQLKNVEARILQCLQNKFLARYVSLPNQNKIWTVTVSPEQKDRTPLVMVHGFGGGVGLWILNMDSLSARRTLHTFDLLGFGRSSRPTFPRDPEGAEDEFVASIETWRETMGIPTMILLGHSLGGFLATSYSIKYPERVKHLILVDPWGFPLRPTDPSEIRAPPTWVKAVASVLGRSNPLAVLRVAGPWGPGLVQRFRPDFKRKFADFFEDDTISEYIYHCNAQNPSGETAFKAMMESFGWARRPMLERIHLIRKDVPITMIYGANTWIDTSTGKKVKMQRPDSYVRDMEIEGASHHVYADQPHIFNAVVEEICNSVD
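Assay system: Wild-type mouse ABHD4 protein | Medium: HEPES pH 7.0 buffer, 150 mM NaCl, 0.01% Pluronic F-127 | Incubation: Enzyme–compound pre-incubation 45 min, then probe 60 min, both 25 °C | Technique: Fluorescence polarization with parallel and perpendicular emission, 525/598 nm | Evaluation: % inhibition of FP-Rh probe binding versus controls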
LEDGF integ inh: blocks HIV-1 LEDGF/p75-dependent DNA integration; 370,000 compounds, 0.64% hits; inhibition, % at 3.7 µM; TR-FRET IN-LEDGF/p75 DNA integration, Eu/Cy5; AID 743269;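 active means inhibition above the screen-wide mean plus 3 SD, cut at about 13% in these data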;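 further: signal is the Cy5 over europium emission ratio at 671 and 618 nm; 0% = plate median of compound wells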
PG9 Ab binder: binds the HIV-1 gp120 antibody PG9; inhibition, % at 6.7 µM; TR-FRET gp120-PG9 antibody binding; 360,000 compounds, 0.43% hits; in the data active means inhibition above about 8.5%
SIAE inh: inhibitors of human sialic acid acetylesterase SIAE; AID 1053197; 370,000 compounds, 0.69% hits; SIAE FP-Rh probe binding, fluorescence polarization; inhibition, % at 9.66 µM;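 active means inhibition above a cutoff: mean of compounds within the control limits plus 3 SD of those, cut at about 17% in these data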;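 further: 0% = plate median of compound wells and 100% = probe without SIAE protein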
TDP2 inh: TDP2 (human) inhibition, absorbance primary screen; O95551; recombinant TDP2, T5PNP hydrolysis, p-nitrophenol absorbance 415 nm; inhibition, % at 12.8 µM; 370,000 compounds, 0.34% hits;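 active means inhibition above the mean of all tested compounds plus 3 SD, set per campaign, cut at about 25% in these data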;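 further: 0% = DMSO with enzyme and 100% = buffer with substrate but no TDP2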
Target sequence (O95551 whole entry, looked up): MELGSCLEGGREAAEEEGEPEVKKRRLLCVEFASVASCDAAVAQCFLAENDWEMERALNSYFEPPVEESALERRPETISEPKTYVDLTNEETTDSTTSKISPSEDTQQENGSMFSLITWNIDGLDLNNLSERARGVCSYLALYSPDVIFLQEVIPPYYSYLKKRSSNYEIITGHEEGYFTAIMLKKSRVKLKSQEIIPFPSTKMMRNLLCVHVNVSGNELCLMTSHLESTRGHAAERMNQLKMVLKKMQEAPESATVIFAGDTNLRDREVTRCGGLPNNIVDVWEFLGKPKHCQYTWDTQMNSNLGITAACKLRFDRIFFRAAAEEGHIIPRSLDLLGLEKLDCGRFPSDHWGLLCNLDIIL
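Assay system: recombinant human TDP2 / Reagent: T5PNP substrate at 5 mM, a TopII-DNA adduct mimic / Measured by: epi absorbance from released p-nitrophenol / Evaluation: % inhibition relative to enzyme-containing and enzyme-free wells / Control set: enzyme-free and DMSO wells / Replicates: each compound tested once, singlicate / Schedule: enzyme reaction with compound for 2 h at 37 °C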
PRMT1 FP inh: PRMT1 (human) inhibition, primary screen; Q99873; recombinant PRMT1, activity-based probe fluorescence polarization; inhibition, % at 2.79 µM; 370,000 compounds, 1.3% hits; AID 652257;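 active means inhibition above about 21% made by adding two undisclosed values, limit read from the data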
UHRF1 binding: human UHRF1 methylated DNA binding inhibitors | 370,000 compounds, 0.75% hits | inhibition, % at 4.4 µM | UHRF1 binding to methylated oligo, TR-FRET; in the data active means inhibition above about 21%;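 further: UHRF1 SRA domain binding a hemimethylated CpG hairpin DNA probe; 0% = median of test compound wells and 100% = reference inhibitor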
DDE Tn7 FP inh: DD(E)-Tn7 binding inhibition, primary FP screen | FP displacement of FITC-Tn7 peptide from fibrin DD(E); 0% = median of compound wells per plate | inhibition, % at 8.3 µM | 370,000 compounds, 0.13% hits;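 active means inhibition above the mean of compounds falling within the control limits plus 3 SD of them, cut at about 14% in these data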;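 further: 0% = plate median of compound wells and 100% = 10 µM Aha-Tn7 peptide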
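assay system = human clot-derived fibrin DD(E) complex | quantity = Fibrin-DD(E) at 2 µM final | timing = 10 min preincubation, 3 h with tracer, room temperature | signal = fluorescence polarization | measure = percent inhibition | benchmarks = high control wells with 10 µM unlabelled Aha-Tn7 peptide (full inhibition) | replicates = singlicate testing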
HTRA1 inhibitor: inhibitors of human serine peptidase HTRA1; recombinant HTRA1, FP-rhodamine activity-based probe, fluorescence polarization; inhibition, % at 5.96 µM; 340,000 compounds, 0.5% hits; AID 504803; in the data active means inhibition above about 36%;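 further: 0% = enzyme with DMSO and 100% = wells lacking enzyme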
TCR CD3 inh: inhibitors of human TCR-CD3 interaction; TAMRA-labeled TCR probe fluorescence, biochemical; 360,000 compounds, 0.37% hits; inhibition, % at 9.4 µM; AID 651800; in the data active means inhibition above about 19%;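 further: recombinant mutant TCR 2C K166C tagged with TAMRA read by polarization; 0% = receptor in buffer alone and 100% = receptor with positive control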
* hit, by the source's call; · = no result given.

cpd | Structure | ABHD4 inh | LEDGF integ inh | PG9 Ab binder | SIAE inh | TDP2 inh
1 | CNC(=S)NNC(=O)c1ccc(=O)n(Cc2ccc(Cl)cc2Cl)c1 | 9 | 1 | -0.5 | -4 | -8
2 | CCCCn1c(SCC(=O)Nc2cc(NC(=O)c3ccco3)ccc2C)nc2ccccc2c1=O | -24 | -1 | 2.1 | -34 | 1
3 | CN(C)CCn1c(NC(=O)c2ccc(Cl)cc2)nc2ccccc21 | 5 | 7 | -3.0 | -3 | 3
4 | CCCCCc1nnc(NC(=O)Cc2cccs2)s1 | 7 | 8 | 1.3 | 7 | 3
5 | Cc1cc(OCC(O)CN2C(C)CCCC2C)ccc1C(C)C (centres undefined) | 7 | -5 | 0.5 | -2 | -6
6 | O=C1CCCc2c1sc1nc3n(c(=O)c21)CCCCC3 | 5 | 2 | 1.6 | -2 | 8
7 | Cn1c(CNC(=O)c2cccs2)n[nH]c1=S | -4 | 2 | -3.6 | -2 | -7
8 | Cc1ccccc1C(C(=O)NC1CCCCC1)N(C(=O)CNC(=O)c1ccco1)c1cccnc1 (centres undefined) | -2 | -2 | -0.3 | 2 | -2
9 | CCCC(=O)N1CCCC1(C)C(=O)Nc1ccc(C)c(C)c1 (centres undefined) | 1 | -1 | 0.1 | 4 | 5
10 | Cn1cccc1Cc1nnc(SCC(=O)Nc2ccc(F)cc2)n1-c1ccc(F)cc1 | 5 | -2 | -2.1 | 3 | -5
11 | O=C(O)c1ccccc1C(=O)NNc1ccc(F)cc1 | 2 | -2 | 0.1 | 4 | -3
12 | O=C(COc1ccc2ccc(=O)oc2c1)N1CCN(C(=O)C2COc3ccccc3O2)CC1 (centres undefined) | 6 | -2 | -0.5 | -2 | 4
13 | Cc1cccc(C)c1NC(=O)CCc1nnc2ccc(N3CCCC3)nn12 | 2 | 1 | -1.3 | -3 | -9
14 | CCN1CCN(CCc2nc3cc(NC(=O)COc4ccc(Cl)cc4)ccc3n2C)CC1 | -5 | 7 | -1.4 | -3 | -10
15 | O=C(O)CCn1c(=S)oc2ccccc21 | 0 | 0 | -2.5 | 7 | -6

cpd | PRMT1 FP inh | UHRF1 binding | DDE Tn7 FP inh | HTRA1 inhibitor | TCR CD3 inh
1 | 0 | 1 | -4 | 1 | 0
2 | -1 | -3 | 1 | -28 | 6
3 | 0 | -2 | -1 | 0 | 2
4 | -1 | 19 | 3 | -4 | 8
5 | -3 | -3 | 2 | -7 | 3
6 | 1 | 1 | 4 | 0 | -3
7 | 1 | 2 | -8 | 0 | 2
8 | 0 | 0 | 9 | -1 | 7
9 | -5 | 0 | 13 | · | 3
10 | 2 | -1 | 0 | -6 | -6
11 | 16 | 5 | -12 | 9 | -7
12 | 2 | 1 | 0 | 5 | 2
13 | -4 | 4 | -5 | 0 | -1
14 | -5 | 0 | -6 | 6 | -1
15 | -4 | 1 | -3 | 4 | 6

Part of the list above in order of heavy-atom count, high to low:
cpd | Structure | ABHD4 inh | LEDGF integ inh | PG9 Ab binder | SIAE inh | TDP2 inh
2 | CCCCn1c(SCC(=O)Nc2cc(NC(=O)c3ccco3)ccc2C)nc2ccccc2c1=O | -24 | -1 | 2.1 | -34 | 1
3 | CN(C)CCn1c(NC(=O)c2ccc(Cl)cc2)nc2ccccc21 | 5 | 7 | -3.0 | -3 | 3
9 | CCCC(=O)N1CCCC1(C)C(=O)Nc1ccc(C)c(C)c1 (centres undefined) | 1 | -1 | 0.1 | 4 | 5
11 | O=C(O)c1ccccc1C(=O)NNc1ccc(F)cc1 | 2 | -2 | 0.1 | 4 | -3

cpd | PRMT1 FP inh | UHRF1 binding | DDE Tn7 FP inh | HTRA1 inhibitor | TCR CD3 inh
2 | -1 | -3 | 1 | -28 | 6
3 | 0 | -2 | -1 | 0 | 2
9 | -5 | 0 | 13 | · | 3
11 | 16 | 5 | -12 | 9 | -7

Four entries from above, arranged by their value in PG9 Ab binder, low to high.
No.	molecule	PG9 Ab binder
10	Cn1cccc1Cc1nnc(SCC(=O)Nc2ccc(F)cc2)n1-c1ccc(F)cc1	-2.1
13	Cc1cccc(C)c1NC(=O)CCc1nnc2ccc(N3CCCC3)nn12	-1.3
11	O=C(O)c1ccccc1C(=O)NNc1ccc(F)cc1	0.1
5	Cc1cc(OCC(O)CN2C(C)CCCC2C)ccc1C(C)C (centres undefined)	0.5

The listing continues.
cpd | Structure | ABHD4 inh | LEDGF integ inh | PG9 Ab binder | SIAE inh | TDP2 inh
16 | Cc1cccc(CN(C)C[C@@H]2OCc3cnnn3CCCC(=O)N([C@@H](C)CO)C[C@H]2C)c1 | 6 | -1 | -1.0 | -2 | 9
17 | O=C(Nc1cccc(NC(=O)c2cccs2)c1)c1ccco1 | -7 | 0 | 1.0 | 1 | -13
18 | COc1cccc(-c2cnc3c(NC(C)=O)cc(-c4ccc(C(=O)N5CCOCC5)cc4)cn23)c1 | -8 | -1 | -0.2 | -5 | 0
19 | N#C/C(=C\c1cn(-c2ccccc2)nc1-c1cccnc1)c1nnc2n1CCCCC2 | -2 | -1 | -0.1 | 5 | 3
20 | Cc1ccccc1-c1nc(CS(=O)(=O)CC(=O)N(C)C2CCCCC2)c(C)o1 | 0 | -2 | -0.3 | 3 | 3
21 | COc1cc2c(cc1OC)C(CC(=O)O)N(C(=O)CC1CCCC1)CC2 (centres undefined) | 5 | -12 | 1.4 | -1 | -4
22 | CC(C)(C)C(=O)N1CCC[C@@]1(CO)C(=O)O | -2 | -3 | -0.7 | -4 | 0
23 | CCOc1ccc(N(C)S(=O)(=O)c2ccc(-c3cc(C)no3)s2)cc1 | -14 | 6 | -2.1 | 3 | 13
24 | CC(C)NC(=O)COCc1cc(-c2ccc3c(c2)OCO3)on1 | -2 | 3 | 0.3 | 12 | -5

cpd | PRMT1 FP inh | UHRF1 binding | DDE Tn7 FP inh | HTRA1 inhibitor | TCR CD3 inh
16 | 2 | 0 | -4 | 4 | -3
17 | 4 | 6 | 0 | -16 | 1
18 | 4 | -2 | 5 | · | -2
19 | -2 | -2 | 1 | -7 | 4
20 | 2 | -1 | 10 | -4 | -4
21 | 1 | -1 | 8 | 1 | 1
22 | -3 | -1 | 2 | 6 | -4
23 | -1 | 0 | -1 | -28 | 4
24 | 5 | 1 | 7 | -1 | -1

Values in list order from the list:
TDP2 inh for entries 6–10 → 8, -7, -2, 5, -5

Among those listed so far, 2 contain an aryl thioether with sulfur outside any ring.
cpd | Structure | ABHD4 inh | LEDGF integ inh | PG9 Ab binder | SIAE inh | TDP2 inh
2 | CCCCn1c(SCC(=O)Nc2cc(NC(=O)c3ccco3)ccc2C)nc2ccccc2c1=O | -24 | -1 | 2.1 | -34 | 1
10 | Cn1cccc1Cc1nnc(SCC(=O)Nc2ccc(F)cc2)n1-c1ccc(F)cc1 | 5 | -2 | -2.1 | 3 | -5

cpd | PRMT1 FP inh | UHRF1 binding | DDE Tn7 FP inh | HTRA1 inhibitor | TCR CD3 inh
2 | -1 | -3 | 1 | -28 | 6
10 | 2 | -1 | 0 | -6 | -6

Compound activity as filed in PubChem BioAssay.
